All columns: NCI-60 one-dose screen, growth in % after 48 h at 10 µM unless noted; 100 = growth as untreated, 0 = no growth, -100 = all killed.
MOLT-4 = MOLT-4 leukemia cells. hit rate 6.9% among 80,000. AID 1794779
CCRF-CEM = CCRF-CEM leukemia | hit rate 7% among 77,000 | AID 1794778
RPMI-8226 = RPMI-8226 leukemia cells; hit rate 7.5% among 77,000
HOP-62 = HOP-62 NSCLC; hit rate 3.9% among 80,000; AID 1794735
SR = SR leukemia cells. hit rate 8.7% among 73,000
MDA-MB-435 = MDA-MB-435 melanoma; hit rate 7.8% among 82,000
K-562 = K-562 leukemia; hit rate 7.4% among 78,000; AID 1794777
HOP-92 = HOP-92 NSCLC cells; hit rate 6.3% among 71,000
Active calls of the source: *; x = no result given; & = joins results of further samples. Rule for the calls: active = growth percent below 10; inactive = the rest.

SMILES | MOLT-4 | CCRF-CEM | RPMI-8226 | HOP-62 | SR | MDA-MB-435 | K-562 | HOP-92
COC(=O)/C(=C\c1c(-c2ccccc2)[nH]c2ccccc12)S(C)(=O)=O | 26 | x | -15* | 38 | 45 | 4.1* | 17 | 65
Cc1nc(N)[nH]c(=O)c1CCO | 87 | x | x | 101 | 79 | 112 | 97 | x
Cc1csc(/N=C(N)/N=C(\N)c2cccs2)n1 | 106 | 110 | 101 | 103 | 99 | 106 | 96 | 69
CCOC(=O)c1ccccc1NC(=O)CCCl | 81 | 99 | 103 | 93 | 100 | 107 | 106 | 99
Clc1ccc(C2=Nn3c(N/N=C/c4ccco4)nnc3SC2)cc1 | 100 | 103 | 107 | 115 | 117 | 98 | 98 | 117
Cn1ncc2c(Nc3ccccc3Cl)nc(Cl)nc21 | 125 | 104 | 62 | 98 | x | 113 | x | 73
c1ccc(-n2cccc2)cc1 | 103 | 104 | 101 | 106 | 115 | 103 | 105 | 102
O=C1OC(c2cccc(Cl)c2)=N/C1=C\C=C/c1ccccc1 | 111 | 98 | 85 | 103 | 120 | 97 | 109 | 84
CCOC(=O)n1cc(-c2nonc2-c2cn(C(=O)OCC)c3ccc(Br)cc23)c2cc(Br)ccc21 | 92 | 102 | 102 | 95 | 100 | 100 | 93 | 102
C[n+]1cccc2cccc([N+](=O)[O-])c21 | 83 | 87 | 100 | 104 | 50 | 95 | 85 | 150
O=C1NC(=S)S/C1=C\c1cccc([N+](=O)[O-])c1 | 85 | 78 | 63 | 114 | 70 | 94 | 69 | x
CCCC(=O)Oc1ccc(C(C)(C)C)cc1 | 103 | 86 | 103 | 112 | 101 | 107 | 104 | 95
CCOC(=O)c1nc(SC)n(C)c1C(=O)OCC | 108 | 120 | 107 | 109 | 99 | 97 | 92 | x
COc1ccc(-c2cc(C#N)c(/N=C\NNC(=O)c3ccccc3)o2)cc1 | 99 | 103 | 103 | 110 | 97 | 97 | 98 | 102
CCOC(=O)Cc1ccc(Cl)cc1 | 108 | 106 | 107 | 113 | 106 | 102 | 126 | x
Cc1cccc(N2CCN(C(=S)c3ccccc3)CC2)c1 | 115 | 104 | 99 | 95 | 128 | 111 | 92 | 89
O=C(CC[C@H]1Cc2ccccc2NC1=O)NCc1cn(-c2ccccc2)nc1-c1ccccc1 | 66 | 87 | 86 | 84 | 80 | 94 | 90 | 93
Cc1[nH]c2ncnc(Nc3ccc(NC(=O)Nc4cccc(Br)c4)c(F)c3)c2c1C | 101 | 97 | x | 90 | 106 | x | 98 | 87
Nc1c(C(=O)Nc2cccc3ccccc23)sc2nc3c(cc12)CCCC3 | 21 | 17 | 28 | 30 | 9.2* | -63* | 9.6* | 44
CCCCOC(=O)C1CCCC1=O (stereo not given) | 96 | x | x | 97 | 88 | 98 | 88 | x

Already shown: two of the compounds above.
SMILES | MOLT-4 | CCRF-CEM | RPMI-8226 | HOP-62 | SR | MDA-MB-435 | K-562 | HOP-92
O=C1NC(=S)S/C1=C\c1cccc([N+](=O)[O-])c1 | 85 | 78 | 63 | 114 | 70 | 94 | 69 | x
CCCC(=O)Oc1ccc(C(C)(C)C)cc1 | 103 | 86 | 103 | 112 | 101 | 107 | 104 | 95

Remaining list, next part.
SMILES | MOLT-4 | CCRF-CEM | RPMI-8226 | HOP-62 | SR | MDA-MB-435 | K-562 | HOP-92
O=C1Nc2ccc(Cl)cc2/C1=C\c1ccc(OCc2ccccc2)cc1 | 97 | 100 | 104 | 96 | 100 | 104 | 100 | 90
O=C1C=CC(=O)C2CC=CCC12 (stereo not given) | 60 | 11 | 41 | 104 | 98 | 114 | 66 | 112
O=C1CCCCCCCCCCCCCC1 | 92 | x | 98 | 100 | 80 | 110 | 99 | 108
CCNC(=O)N1N=C(c2ccc(N)cc2)c2cc3c(cc2C(C)C1=O)OCO3 (stereo not given) | 100 | 97 | 105 | 98 | 95 | 101 | x | x
c1coc(CNc2c3ccccc3nc3ccccc23)c1 | 27 | 57 | 57 | 70 | 34 | 88 | 45 | x
Clc1ccc(-c2nc(-c3cc4cc(Cl)ccc4o3)cs2)cc1 | 102 | 92 | 79 | 87 | 106 | 103 | 98 | x
O=C1CCC(C(=O)NCCNCCNC(=O)C2CCC(=O)N2)N1 (stereo not given) | 97 | 89 | 96 | 94 | 103 | 104 | 101 | 81
O=C(NCCN1CCCCC1)c1ccc(-c2nc3ccc4[nH]ncc4c3c3c2CCCC3)cc1 | 103 | 102 | 91 | 93 | 80 | 97 | 105 | 85
O=C1/C(=C/c2cccs2)SC(=S)N1c1ccccc1 | 97 | 94 | 92 | 107 | 54 | 93 | 89 | 103
Cn1cc(C=O)c2ccccc21 | 92 | 91 | 98 | 96 | x | 106 | 95 | 88
O=C(/C=C/c1ccccc1Cl)n1nc(-c2ccccc2)nc1-c1ccccc1 | 96 | 89 | 95 | 100 | 85 | 102 | 93 | 87
Cc1cc(C)cc(CCc2cc(C)cc(C)c2)c1 | 98 | 99 | 105 | 106 | 96 | 97 | 104 | x
Cc1ccnc(NC(=O)Cn2cc(COc3ncnc4sc5c(c34)CCCC5)nn2)c1 | 97 | 99 | 92 | 118 | 89 | 99 | 90 | 117
CC/C(=C(\CC)c1ccc(OCCN(CC)CC)cc1)c1ccc(OCCN(CC)CC)cc1 | 43 | 39 | 18 | 37 | -8.6* | 15 | 13 | -10*
COc1ccc(C(=O)CSc2nc(-c3cc(OC)ccc3OC)cc(-c3ccc(OC)cc3)c2C#N)cc1 | 97 | x | x | x | 90 | 100 | 102 | x
Cc1ccc(C(=O)CS(=O)(=O)c2ccc(C)cc2)cc1 | 112 | 117 | 112 | 106 | x | 102 | 112 | 101
COc1nc(OC)c2[nH]cnc2n1 | 110 | 95 | 110 | 113 | 115 | 110 | 101 | 101
Cc1c(Cc2ccccc2)c(=O)oc2c(C)c(OCC(=O)N/N=C/c3ccc(N(C)C)cc3)ccc12 | 100 | 82 | 93 | x | 76 | 105 | 100 | 55
O=C(O)c1cc(=O)c2cccc(O)c2[nH]1 | 115 | 85 | 91 | 110 | x | 100 | 99 | 100
CCCC(N)(CC)C(=O)O (stereo not given) | 104 | x | 100 | 111 | 104 | 106 | 104 | x
Cn1ncc2c1NC(c1ccc(F)cc1)SCC2=O (stereo not given) | 62 | 82 | 96 | 101 | 66 | 94 | 86 | 87
CCc1ccc2c(c1)C1(Oc3c(OC)cccc3C3CC(c4ccc(F)cc4)=NN31)C(=O)N2 (stereo not given) | 99 | 101 | 89 | 95 | 99 | 101 | 102 | 80
NNC(=O)Nc1ccccc1 | 114 | 104 | 106 | 103 | 96 | 103 | 102 | 91
O=c1c2c3c(sc2n2c(-c4cc(-c5ccccc5)no4)nnc2n1Cc1ccccc1)CCCC3 | 55 | 35 | 53 | 92 | 56 | 106 | 65 | 76
CCCCC/C(C)=N\O | 98 | 87 | 101 | 98 | 97 | 107 | 94 | 123
CCOC(=O)c1cc(C(=O)c2cc(OC)c(OC)c(OC)c2)n2ccc3ccccc3c12 | 103 | 106 | 97 | 98 | 109 | 100 | 104 | 112
CC(=O)Nc1ccc(S(=O)(=O)N/N=C\c2ccc(Cl)c(Cl)c2)cc1 | 100 | 93 | 92 | 100 | x | 105 | 116 | 72
CCCn1c(N)c(N(CCOC)C(=O)COc2ccc3ccccc3c2)c(=O)[nH]c1=O | 88 | 123 | 57 | 93 | 48 | 109 | 106 | 84
COc1ccc(/C=C2\C(=O)N(C(=O)c3csc(NC(C)=O)n3)N=C2C)cc1OC | 86 | 105 | 109 | 99 | 87 | 103 | 106 | 105
NC(N)=Nc1ccc(Oc2cccc(Nc3ccc(Cl)cc3)c2)cn1 | -13* | -6.2* | -42* | -21* | -58* | 14 | -69* | x
COc1cc(C2CC(c3ccc(Oc4ccc(Cl)cc4)cc3)=NN2c2nc(-c3ccc(F)cc3)c(C#N)c(N3CCOCC3)n2)cc(OC)c1OC (stereo not given) | 99 | 111 | 103 | 99 | 84 | 83 | 95 | x
O=C(Nc1ncccc1OCc1cn(Cc2ccccc2)nn1)c1ccccc1 | 64 | 102 | 102 | 103 | x | 104 | 107 | 89
CC(C(=O)O)c1ccc(-c2ccccc2)cc1 (stereo not given) | 98 | 102 | 108 | 99 | 99 | 116 | 105 | 90
CCCCCCCCCCCCCCCCSC1CC(=O)N(c2ccc3c(c2)Cc2ccccc2-3)C1=O (stereo not given) | x | 113 | 108 | 88 | 100 | 108 | 105 | 100
CCCCc1nc2c(N)nc3ccccc3c2n1CC(C)(C)O | 111 | 104 | 108 | 94 | 109 | 104 | 99 | 93
CCN(CCOC(=O)Nc1ccc(Cl)cc1)C(=O)Nc1ccc(Cl)cc1 | 81 | x | 83 | 94 | x | 82 | 71 | 86
CC1(C)CC(=O)c2c(nn(-c3ccccc3)c2-c2cn(-c3ccccc3)nc2-c2ccc(Cl)cc2)C1 | 66 | 85 | 73 | 98 | 91 | 96 | 81 | 86
COc1cc(C(=O)c2c(-c3ccccc3)oc3c(OC)cccc23)cc(OC)c1OC | 11 | 10 | 18 | 30 | 6.6* | -29* | 12 | -1.2*
Cc1ccc(/C=N/n2c(CN3CCOCC3)nc3ccccc3c2=O)cc1 | 102 | 106 | x | 104 | 111 | 99 | 106 | 96
CC1(/C=C/c2ccc(-c3ccccc3)cc2)CCn2cnc3ncnc(c32)N1O (stereo not given) | 14 | 12 | 21 | 20 | 18 | 28 | 15 | 52

Limited to HOP-62, RPMI-8226 and MDA-MB-435, for some of the entries so far:
SMILES	HOP-62	RPMI-8226	MDA-MB-435
CC1(C)CC(=O)c2c(nn(-c3ccccc3)c2-c2cn(-c3ccccc3)nc2-c2ccc(Cl)cc2)C1	98	73	96
O=C(Nc1ncccc1OCc1cn(Cc2ccccc2)nn1)c1ccccc1	103	102	104
CC(C(=O)O)c1ccc(-c2ccccc2)cc1 (stereo not given)	99	108	116
CCCCCCCCCCCCCCCCSC1CC(=O)N(c2ccc3c(c2)Cc2ccccc2-3)C1=O (stereo not given)	88	108	108
CC1(/C=C/c2ccc(-c3ccccc3)cc2)CCn2cnc3ncnc(c32)N1O (stereo not given)	20	21	28
CCCCc1nc2c(N)nc3ccccc3c2n1CC(C)(C)O	94	108	104
Cc1ccc(/C=N/n2c(CN3CCOCC3)nc3ccccc3c2=O)cc1	104	x	99

The list continues:
SMILES | MOLT-4 | CCRF-CEM | RPMI-8226 | HOP-62 | SR | MDA-MB-435 | K-562 | HOP-92
NNC(=O)COc1ccc(-c2nc3ccccc3[nH]2)cc1 | 78 | 80 | 93 | 80 | 84 | 95 | 82 | 88
O=C(Nc1nccs1)C(F)(F)F | 97 | 97 | 109 | 102 | 94 | 104 | 100 | x
COc1ccc(NC2=C(c3cn(C)c4ccccc34)C(=O)OC2)cc1OC | 98 | 95 | 94 | 97 | 92 | 101 | 95 | 107
Ic1cccnc1 | 100 | 64 | x | 107 | 103 | 107 | 108 | 81
O=C(Nc1cccc(-n2cc(-c3ccncc3)c(-c3ccc(O)c(Cl)c3)n2)c1)c1cc(C(F)(F)F)cc(C(F)(F)F)c1 | 34 | 30 | 29 | 79 | 39 | 52 | 36 | x
CC/C=C\C[C@H](O)C/C=C1/C(=O)C=C[C@@H]1C/C=C\CCCC(=O)N(C)C | 6.7* | 0.9* | 4.4* | -40* | 6.2* | -18* | 5.6* | -4.8*
CCOC(=O)C1=C(C)N=C2Sc3ccccc3N2C1c1cn[nH]c1-c1ccc(Cl)cc1 (stereo not given) | 57 | 61 | 77 | 69 | 78 | 95 | 94 | 68
O=C1CSC(=S)N1Nc1ccccc1 | 99&93 | 93 | 104&98 | 94&105 | 100&95 | 102 | 95&88 | 102&113
CC(C)=CCC[C@](C)(O)[C@H]1CC[C@]2(C)[C@@H]1CC[C@@H]1[C@@]3(C)CCC(NC(=O)c4ccccc4C(=O)O)C(C)(C)[C@@H]3CC[C@]12C (stereo not given in full) | 98 | 96 | 91 | 104 | 87 | 51 | 91 | 76
CCCC[N+](CCCC)=c1ccc2nc3c(C)cc(N(CC)CC)cc3sc-2c1 | -20* | -16* | -48* | -23* | -18* | -88* | -49* | x
Cc1noc(N)c1C(=O)Nc1ccc(Cl)cc1 | 93 | 93 | x | 109 | 87 | 100 | 95 | 94
NCCCc1nnc(CCC(=O)c2nc3ncccc3[nH]2)o1 | 127 | 91 | 92 | 98 | 112 | 101 | 108 | 110
Cn1c(=O)c2[nH]c(/N=N/SCCC(=O)O)nc2n(C)c1=O | 116 | 116 | 104 | 88 | 102 | 102 | 110 | 94
CCOCc1nc2ccccc2c(=O)[nH]1 | 105 | 97 | 102 | 102 | 103 | 103 | 119 | 102
Cn1cnc2c(N3CCN(C(=O)OCc4ccc5c(Br)cc(Br)c(O)c5n4)CC3)nc(Cl)nc21 | 39 | 31 | 45 | 30 | 39 | 55 | 20 | 54
CCc1c(C)c2cc3[nH]c(=S)oc3c(C)c2oc1=O | 84 | 88 | 97 | 98 | 86 | 99 | 104 | 84
Cc1ccc(C(O)(CBr)CC(Cl)(Cl)Cl)cc1 (stereo not given) | 80 | 110 | 98 | 93 | 99 | 110 | x | x
COc1ccc(/C(C)=N\O)cc1 | 79 | 112 | 113 | 89 | 90 | 105 | 86 | 103
Nc1nc(-c2cc(-c3cccs3)nc(N)n2)cc(-c2cccs2)n1 | 102 | 104 | 117 | 96 | x | 118 | 92 | 108
CSCCC(NC(=O)c1ccccc1)C(=O)N/N=C1\S/C(=C/c2ccccc2F)C(=O)N1C (stereo not given) | 90 | 94 | 93 | 104 | 100 | 103 | 99 | 73
Cc1c(N=NC2C(=O)NN(c3nc(-c4ccco4)c(C#N)c(=O)n3C)C2=O)c(=O)n(-c2ccccc2)n1C (stereo not given) | 104 | 109 | 92 | 88 | 88 | 124 | 82 | 78
